# Screening data deposited in PubChem BioAssay by National Center for Advancing Translational Sciences (NCATS).
# Tau ThT inhib = blocks human tau fibril formation measured by thioflavin T. P10636. 2.1% of 270,000 active. recombinant tau K18 P301L, heparin-induced fibrillization, ThT fluorescence. Potency, µM (doses to about 57.4 µM), inactives show at the highest dose activity, negative = inhibition, usual class: inhibitors; also: nearly all actives have a fitted effect of over 55% in size
# Target sequence (P10636 561-689 P618L limits assumed): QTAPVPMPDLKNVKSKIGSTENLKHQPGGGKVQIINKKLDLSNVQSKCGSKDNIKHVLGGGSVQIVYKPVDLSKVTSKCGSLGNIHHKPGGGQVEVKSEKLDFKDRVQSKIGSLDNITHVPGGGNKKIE
#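 In this qHTS, human K18 P301L tau is incubated with compound and heparin for 6 hr at 37 C, and Thioflavin T fluorescence then reports fibril load.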
# Tau fluor cs = counter-screen for tau fibril formation inhibitors; AID 1463; Potency, µM (series often up to 57.7 µM), inactives show at the highest dose activity change, negative = decrease; 0.93% of 280,000 active; tau K18 P301L (four-repeat tau fragment) Alexa594 fluorescence, heparin fibrillization; also: nearly all actives have a fitted effect of over 55% in size
#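 Human K18 P301L tau (15 uM unlabeled plus 0.24 uM Alexa 594-labeled, final) in 100 mM sodium acetate pH 7 was mixed with compound and 20 uM heparin and incubated 6 hr at 37 C.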
# Tau FP inhib = inhibitors of human tau fibril formation. AID 1468. 0.39% of 280,000 active. K18 P301L tau heparin fibrillization, Alexa594 FP, 6 h. Potency, µM (titrated, usually from 57.7 µM), inactives show top-dose activity, negative = inhibition, actives largely listed as inhibitors; also: nearly all actives have a fitted effect of over 55% in size
#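 Compound effects on tau fibrillization are measured by Alexa 594 fluorescence polarization (ex 555, em 632 nm). K18 P301L tau is used at 15 uM with 0.24 uM labeled tracer, and 20 uM heparin induces aggregation over 6 hr at 37 C.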
# Active calls of the source: *; ? = inconclusive. Calls follow the shape of the dose curve; as a rule, active = well fitted curve in the direction sought with a large enough effect; inconclusive = small, poorly fitted or top-dose-only effect, or another doubt; inactive = no such curve, though single readings can be large; an effect the other way counts as inactive or inconclusive. % is scaled to controls: 0 for no effect and ±100 for the full control effect; potency is read from the fitted curve at half-maximal effect.
1) Cc1ccc(Cl)cc1N1CCN(C(=O)C(C)n2ncn3cccc3c2=O)CC1 (stereo not drawn)
2) COc1cc(C2CC(=O)Nc3c2c(C)nn3-c2nncc(-c3ccccc3)n2)cc(OC)c1OC (stereo not drawn)
3) Cn1c(=O)c2c(-c3cccc(Br)c3)n(CCO)cc2n(C)c1=O
4) O=C(NCCCN1CCN(c2ccc(F)cc2)CC1)C1COc2ccccc2C1 (stereo not drawn)
5) COc1ccc(-n2c(=O)c3c4c(sc3n(Cc3c(F)cccc3Cl)c2=O)CN(C(C)=O)CC4)cc1OC

assay / entry	1	2	3	4	5
Tau ThT inhib	?	?	1%	-14%	0%
Tau fluor cs	-3%	-23%	3%	-7%	3%
Tau FP inhib	-11%	?	3%	6%	2%

6) Cc1ccc(OCCn2c(C3CC(=O)N(Cc4ccc(F)cc4)C3)nc3ccccc32)c(C)c1 (stereo not drawn)
7) Cc1ccc(/C=C/c2onc(C)c2S(=O)(=O)N2CCC(C(=O)NCc3ccc(N(C)C)cc3)CC2)cc1
8) COc1ccc(-c2cnnn2-c2ccc(NC(=O)c3c(F)cccc3F)cc2)cc1
9) Cc1ccc(C)c(NC(=O)CN2C(=O)CCc3cc(S(=O)(=O)N4CCCCC4)ccc32)c1
10) COc1ccc(OCC(=O)Nc2ccccc2C(=O)OCc2cc(=O)n3nc(C)sc3n2)cc1

assay / entry	6	7	8	9	10
Tau ThT inhib	-7%	8%	-3%	4%	3%
Tau fluor cs	3%	-19%	-28%	-5%	5%
Tau FP inhib	11%	1%	-9%	-3%	0%

11) Cc1cc(C)c(NC(=O)CCC(=O)N2Cc3ccccc3Oc3ncccc32)c(C)c1
12) CC(=O)c1ccc(NC(=O)C2=CC(c3ccc(C)cc3)=NS(=O)(=O)N2C)cc1
13) Cc1cccc(C(=O)NCC(c2ccc3c(c2)OCO3)N2CCOCC2)c1 (stereo not drawn)
14) O=C(Nc1cccc(C(=O)OCc2cc(=O)n3c4c(sc3n2)CCCC4)c1)c1cccc(Cl)c1
15) Cc1ccc(NC(=O)N2CCN(c3nnc(C)c4c(C)n(-c5ccccc5)nc34)CC2)c(Cl)c1

assay / entry	11	12	13	14	15
Tau ThT inhib	-12%	-16%	5%	-11%	-10%
Tau fluor cs	-8%	-19%	9%	-17%	-1%
Tau FP inhib	6%	3%	0%	?	-4%

16) CCOc1ccccc1NC(=O)Nc1ccccc1OCc1cc(=O)n2ccccc2n1
17) COc1ccccc1Cc1nc2ccccc2nc1SCC(=O)N1CCC(C)CC1
18) Cc1ccc(CSc2nc3ccsc3c(=O)n2CCC(C)C)cc1
19) COc1ccccc1CCNC(=O)C(=O)NCC(c1cccs1)S(=O)(=O)c1ccc(F)cc1 (stereo not drawn)
20) Cc1cc(C(=O)NCc2ccccc2Cl)c2c(C)nn(-c3cccc(F)c3)c2n1

assay / entry	16	17	18	19	20
Tau ThT inhib	-12%	-10%	-11%	-5%	-5%
Tau fluor cs	-20%	0%	-17%	-17%	?
Tau FP inhib	-7%	2%	-5%	2%	-19%

21) Cc1ccn2c(=O)cc(COc3ccc(NC(=O)COc4ccc(C)c(C)c4)cc3)nc2c1
22) Cc1nn(C)c2c1c(C(F)(F)F)cc(=O)n2CC(=O)N1CCCCC1C (stereo not drawn)
23) Cc1cc2c(cc1S(=O)(=O)N1CCC(C)CC1)OCC(=O)N2
24) Cc1nc(-n2nc(C)c(Cc3ccc(Cl)cc3)c2C)sc1C(=O)N1CCCCC1C (stereo not drawn)
25) CCOC(=O)c1cccc(NC(=O)C(C)n2nc(C)c3c(C)n(-c4ccccc4)nc3c2=O)c1 (stereo not drawn)

assay / entry	21	22	23	24	25
Tau ThT inhib	?	-6%	-6%	-10%	-11%
Tau fluor cs	-6%	-9%	-9%	-2%	-12%
Tau FP inhib	1%	?	-1%	4%	1%

26) CC1CCCCN1S(=O)(=O)c1cc2c(=O)nc3ccccn3c2cc1Cl (stereo not drawn)
27) O=C1Cc2cc(S(=O)(=O)Nc3cccc(C(F)(F)F)c3)cc3c2N1CCC3
28) CCOC(=O)c1cccc(NC(=O)CCn2nc(C)c3c(C)n(-c4ccccc4)nc3c2=O)c1
29) CCC(=O)N1CCc2cc(CNS(=O)(=O)c3cc(OC)ccc3OC)ccc21
30) CCOc1ccc(NC(=O)Cn2c(=O)n(CCCC(=O)NCCc3ccc(Cl)cc3)c(=O)c3ccccc32)cc1

assay / entry	26	27	28	29	30
Tau ThT inhib	12%	-2%	12%	2%	1%
Tau fluor cs	6%	-18%	10%	3%	-2%
Tau FP inhib	-2%	-13%	0%	0%	-20%

# Compounds from the list above containing fluorine, in the order listed:
4) O=C(NCCCN1CCN(c2ccc(F)cc2)CC1)C1COc2ccccc2C1 (stereo not drawn)
5) COc1ccc(-n2c(=O)c3c4c(sc3n(Cc3c(F)cccc3Cl)c2=O)CN(C(C)=O)CC4)cc1OC
6) Cc1ccc(OCCn2c(C3CC(=O)N(Cc4ccc(F)cc4)C3)nc3ccccc32)c(C)c1 (stereo not drawn)
8) COc1ccc(-c2cnnn2-c2ccc(NC(=O)c3c(F)cccc3F)cc2)cc1
19) COc1ccccc1CCNC(=O)C(=O)NCC(c1cccs1)S(=O)(=O)c1ccc(F)cc1 (stereo not drawn)
20) Cc1cc(C(=O)NCc2ccccc2Cl)c2c(C)nn(-c3cccc(F)c3)c2n1
22) Cc1nn(C)c2c1c(C(F)(F)F)cc(=O)n2CC(=O)N1CCCCC1C (stereo not drawn)

assay / entry	4	5	6	8	19	20	22
Tau ThT inhib	-14%	0%	-7%	-3%	-5%	-5%	-6%
Tau fluor cs	-7%	3%	3%	-28%	-17%	?	-9%
Tau FP inhib	6%	2%	11%	-9%	2%	-19%	?

27) O=C1Cc2cc(S(=O)(=O)Nc3cccc(C(F)(F)F)c3)cc3c2N1CCC3

assay / entry	27
Tau ThT inhib	-2%
Tau fluor cs	-18%
Tau FP inhib	-13%

# Going on with the list:
31) CCOc1ccccc1CNC(=O)c1ccc2c(c1)sc1nc(-c3ccccc3)cn12
32) CCC1CCCCN1C(=O)CCS(=O)(=O)c1cc2c(cc1C)NC(=O)CO2 (stereo not drawn)
33) CCN1CCN(c2ncnc3c2cnn3-c2ccc(C)c(C)c2)CC1
34) COc1cc(Cl)c(C)cc1NC(=O)c1cnn(-c2ccc(C)cc2)c1-n1cccc1
35) COc1ccc(-c2nc(Cn3c(SCc4cccc(F)c4)nc4cccnc43)c(C)o2)cc1

assay / entry	31	32	33	34	35
Tau ThT inhib	8%	?	?	-3%	?
Tau fluor cs	12%	-27%	-19%	-2%	-27%
Tau FP inhib	2%	5%	-5%	-10%	-2%

36) COCCCNC(=O)C1CCC(Cn2c(=O)c3sccc3n(Cc3ccc(F)cc3)c2=O)CC1 (stereo not drawn)
37) Cc1ccc(N2C(=O)N(Cc3cc(=O)n4ccccc4n3)c3ccccc3S2(=O)=O)cc1Cl
38) CCOC(=O)c1cccc(NC(=O)C2CCCN(c3nnc(C)c4c(C)n(-c5ccccc5)nc34)C2)c1 (stereo not drawn)
39) O=C(NCCc1ccc(Cl)cc1)C(=O)NCC(c1ccco1)S(=O)(=O)c1cccs1 (stereo not drawn)
40) COc1ccccc1CCNC(=O)Cc1ccc(NC(=O)N2CCSc3ncccc32)cc1

assay / entry	36	37	38	39	40
Tau ThT inhib	1%	-5%	10%	0%	1%
Tau fluor cs	-4%	?	4%	-15%	-2%
Tau FP inhib	10%	?	5%	-13%	-7%

41) CCCN1CCc2nc(SCC(=O)Nc3ccc(C)c(Cl)c3)[nH]c(=O)c2C1
42) COc1cccc(CNC(=O)c2cc(-c3ccc(Cl)cc3)n[nH]2)c1
43) CC1=C(C(=O)NCc2ccc(C)cc2)C2(CCCCC2)OC1=O
44) COc1cccc(C(=O)NCC(c2ccc3c(c2)OCO3)N2CCOCC2)c1 (stereo not drawn)
45) CCOC(=O)c1c(C)[nH]c(C)c1S(=O)(=O)N(C)CC(=O)N1CCN(c2cccc(C)c2C)CC1

assay / entry	41	42	43	44	45
Tau ThT inhib	-6%	?	15%	2%	-10%
Tau fluor cs	-13%	-12%	3%	-2%	-18%
Tau FP inhib	-4%	?	-2%	-1%	3%

46) CCC(C)NC(=O)Cn1ccc2cc(S(=O)(=O)N3CCCCC3)ccc21 (stereo not drawn)
47) Nc1c(-c2nc(-c3ccccc3Cl)no2)nnn1-c1ccccc1C(F)(F)F
48) Cc1cc2c(cc1S(=O)(=O)CCC(=O)NCCc1ccccc1)OCC(=O)N2
49) Cc1cc(C)cc(NC(=O)C(=O)NCC(c2ccc3c(c2)OCO3)N2CCN(C)CC2)c1 (stereo not drawn)
50) CCN(c1ccccc1)c1nnc(NC(=O)Nc2cccc(Cl)c2C)s1

assay / entry	46	47	48	49	50
Tau ThT inhib	0%	7%	-6%	-6%	2%
Tau fluor cs	-6%	7%	-21%	-5%	-1%
Tau FP inhib	-2%	-3%	-4%	-1%	6%

51) Cc1cc(C)c2nc(N(Cc3cccnc3)C(=O)CCS(=O)(=O)c3ccccc3)sc2c1
52) O=C(Nc1ccc2nc(SCCOc3ccccc3Cl)sc2c1)c1cccs1
53) CCCCc1nn2c(=O)cc(COC(=O)c3cccs3)nc2s1
54) Cc1cc(C)cc(NS(=O)(=O)c2ccc(N3CCCCS3(=O)=O)cc2)c1
55) Cc1cccc(N2CCN(C(=O)c3cnc(N4CCCC4)nc3C)CC2)c1C

assay / entry	51	52	53	54	55
Tau ThT inhib	-3%	12%	-16%	3%	-6%
Tau fluor cs	-10%	?	2%	-18%	3%
Tau FP inhib	-12%	10µM*	9%	-2%	3%

# Quoted from the listing.
# Entry for Cc1cc(C)cc(NS(=O)(=O)c2ccc(N3CCCCS3(=O)=O)cc2)c1 in Tau ThT inhib: 3%
# Entry for O=C(Nc1ccc2nc(SCCOc3ccccc3Cl)sc2c1)c1cccs1 in Tau FP inhib: 10µM*

# The results go on.
56) COc1ccc(-c2cn3c(n2)sc2cc(C(=O)NC(C)C45CC6CC(CC(C6)C4)C5)ccc23)cc1 (stereo not drawn)
57) CCN(CC)c1nc2c(S(=O)(=O)c3ccc(C)cc3)nnn2c2ccsc12
58) O=C(NCc1ccc(F)cc1)C(=O)NCC(c1ccc2c(c1)OCO2)N1CCOCC1 (stereo not drawn)
59) CCOc1ccccc1CNC(=O)c1ccc(N2Cc3ccccc3Oc3ncccc32)s1
60) CN(C(=O)CCS(=O)(=O)c1cc2c(cc1Cl)NC(=O)CO2)C1CCCCC1

assay / entry	56	57	58	59	60
Tau ThT inhib	?	-1%	10%	9%	-2%
Tau fluor cs	-21%	-9%	1%	-6%	-5%
Tau FP inhib	-4%	10%	-3%	2%	-1%

61) Cc1c(-c2ccccc2)c(=O)oc2c(CN3CCOCC3)c(O)ccc12
62) O=C(NCc1ccccc1Cl)c1ccc2oc(=O)n(Cc3ccccc3)c2c1
63) COc1cccc(NC(=O)C2CCN(c3nnc(C)c4c(C)n(-c5ccccc5)nc34)CC2)c1
64) CCn1ccc2cc(S(=O)(=O)N3CCC(C(=O)NCc4ccc(F)cc4)CC3)ccc21
65) Cc1ccc(CSc2c(C)cnc3c2c(=O)n(C)c(=O)n3C)cc1

assay / entry	61	62	63	64	65
Tau ThT inhib	2%	6%	-13%	6%	2%
Tau fluor cs	-2%	-26%	-11%	-12%	4%
Tau FP inhib	2%	-8%	-2%	0%	-4%

66) Cc1nc(-c2ccc(S(=O)(=O)NCc3ccc(OC(C)C)cc3)cc2)co1
67) N#Cc1cccc(NC(=O)C2CCN(c3cnccn3)CC2)c1
68) O=C(Nc1ccccc1)c1ccc(Br)c(S(=O)(=O)N2CCCCC2)c1
69) Cc1ccc2ncc3c(-c4ccccc4)nn(CC(=O)NC4CCCCC4)c3c2c1
70) COc1ccccc1NC(=O)C1CCN(S(=O)(=O)c2cn(C)cn2)CC1
71) COc1ccc(C2=C(C)C(N3CCC(C(=O)Nc4ccc(F)cc4C)CC3)=NS2(=O)=O)cc1

assay / entry	66	67	68	69	70	71
Tau ThT inhib	-14%	3%	5%	5%	4%	13%
Tau fluor cs	-21%	-1%	?	-3%	7%	15%
Tau FP inhib	1%	4%	?	-6%	0%	-16%

# The list is partial. The share of hits here may be higher or lower than overall.
